SNCA viab count: GF-AFC viability counterscreen for inhibitors of alpha-synuclein gene (SNCA) expression; HEK-293-SNCA-luc viability, GF-AFC fluorescence, 24 h; Potency, µM (top dose mostly 57.1 µM), inactives show at the highest dose activity change, negative = cytotoxicity, most hits filed as cytotoxic; actives 0.12% (n = 150,000); AID 1671193, 2021;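 further: potency means the concentration at half of the fitted maximal effect; 0% = DMSO-treated cells and -100% = medium-only wells without cells; nearly all actives have a fitted effect of over 30% in size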
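Cytotoxicity counterscreen: after 24 h compound treatment of genome-edited SNCA-luciferase HEK-293 cells, live-cell protease substrate GF-AFC read by fluorescence after 30 min; activity scaled between DMSO (0%) and medium-only (-100%), curves Hill-fitted.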
NIH3T3 tox: Cytotoxic Profiling in NIH 3T3 Cell Line of Diverse Libraries Using Quantitative High-Throughput Screening. NIH 3T3 viability, CellTiter-Glo ATP luminescence, 48-72 h. Potency, µM (series often up to 96.7 µM), inactives show at the highest dose activity change, negative = cytotoxicity, usual class: inhibitors. actives 4.3% (n = 94,000). AID 1345082, 2018; further: potency means the concentration at half of the fitted maximal effect; nearly all actives have a fitted effect of over 55% in size
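Cytotoxicity is measured as loss of cellular ATP: NIH 3T3 cells (400/well) are exposed to compound for 48 or 72 hr at 37 °C, then CellTiter-Glo luminescence is imaged after 10 min at room temperature.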
GPT2 inhibitor: Primary qHTS assay for inhibitors of Glutamate pyruvate transaminase 2 (GPT2); Alanine aminotransferase 2 (Homo sapiens), Q8TD30; Recombinant GPT2, coupled pyruvate oxidase/HRP Amplex Red fluorescence; Potency, µM (series often up to 57.7 µM), without a hit: at the highest dose activity change, negative = inhibition, usual class: inhibitors; actives 0.25% (n = 100,000); AID 1671188, 2021; further: potency means the concentration at half of the fitted maximal effect; nearly all actives have a fitted effect of over 60% in size; many of its hits are not listed in these tables
Target sequence (Q8TD30 whole entry, looked up): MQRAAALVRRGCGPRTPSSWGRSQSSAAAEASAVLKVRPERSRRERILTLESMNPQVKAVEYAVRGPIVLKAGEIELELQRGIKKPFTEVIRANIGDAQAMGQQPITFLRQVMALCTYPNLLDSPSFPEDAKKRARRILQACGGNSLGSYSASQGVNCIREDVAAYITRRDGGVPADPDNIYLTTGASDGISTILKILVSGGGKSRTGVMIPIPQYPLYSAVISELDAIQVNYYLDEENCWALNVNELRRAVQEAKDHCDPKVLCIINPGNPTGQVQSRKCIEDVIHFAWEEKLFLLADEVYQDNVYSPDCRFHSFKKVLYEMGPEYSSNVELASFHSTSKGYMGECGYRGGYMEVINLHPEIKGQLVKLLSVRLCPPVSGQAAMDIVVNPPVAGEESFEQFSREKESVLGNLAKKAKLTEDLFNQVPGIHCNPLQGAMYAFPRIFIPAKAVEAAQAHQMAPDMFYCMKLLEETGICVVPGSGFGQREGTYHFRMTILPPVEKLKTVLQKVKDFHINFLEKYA
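Fluorescence read-out: pyruvate from GPT2 turnover coupled to pyruvate oxidase, HRP and Amplex Red (0.2mM ThPP, 0.2U/mL PO and HRP, 50uM Amplex final). Substrates 250uM a-KG, 2mM L-alanine; enzyme 10ng/uL; 30 min RT.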
Luciferase inh: Firefly luciferase inhibition profiling of diverse chemical library using quantitative high-throughput screening; Luciferin 4-monooxygenase (Photinus pyralis), P08659; purified P. pyralis luciferase, luminescence, biochemical; Potency, µM (doses to about 115 µM), for the others: top-dose activity change, negative = inhibition, hits mostly inhibitors; actives 2.5% (n = 76,000); AID 1347043, 2019; further: potency means the concentration at half of the fitted maximal effect; nearly all actives have a fitted effect of over 65% in size
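Purified P. pyralis luciferase (10nM final) in 50mM Tris acetate pH 7.5, 10mM Mg acetate, 0.01% Tween-20, 0.05% BSA with 10uM D-luciferin and 10uM ATP. Compounds titrated qHTS. Luminescence imaged on CCD.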
IP6K1 inh: Primary qHTS assay for small molecule inhibitors of Inositol hexaphosphate kinase 1 (IP6K1) | Inositol hexakisphosphate kinase 1 (Homo sapiens), Q92551 | IP6K1 kinase, ADP-Glo luminescence, 2 h; stronger effect = lower value | activity change, % (series mostly up to about 58 µM) | actives 0.81% (n = 140,000) | AID 1645851, 2021; in the data active means activity change below about -25%
Target sequence (Q92551 whole entry, looked up): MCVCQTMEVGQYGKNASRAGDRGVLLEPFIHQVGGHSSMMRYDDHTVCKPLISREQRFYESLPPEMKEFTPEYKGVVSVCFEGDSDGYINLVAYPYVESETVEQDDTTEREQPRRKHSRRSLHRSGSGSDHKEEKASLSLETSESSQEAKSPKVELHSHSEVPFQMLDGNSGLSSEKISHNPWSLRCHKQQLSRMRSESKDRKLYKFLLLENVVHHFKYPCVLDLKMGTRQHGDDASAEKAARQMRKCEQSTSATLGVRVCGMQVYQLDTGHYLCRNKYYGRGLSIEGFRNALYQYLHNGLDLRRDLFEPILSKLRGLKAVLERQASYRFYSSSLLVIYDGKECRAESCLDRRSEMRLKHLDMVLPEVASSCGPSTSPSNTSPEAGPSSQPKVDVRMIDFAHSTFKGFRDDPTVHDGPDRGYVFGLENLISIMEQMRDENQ
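ADP-Glo luminescence measures ADP made by human IP6K1 during a 2 h RT reaction with ATP/IP6 (mix at 1.3 mM/130 uM); top library doses 57.5 and 19.1 uM final.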
SNCA expr inhib: Primary qHTS assay for inhibitors of alpha-synuclein gene (SNCA) expression | Potency, µM (top dose mostly 57.2 µM), inactives show top-dose activity change, negative = inhibition, actives largely listed as inhibitors | actives 0.17% (n = 140,000) | HEK-293 SNCA-luciferase knock-in, luminescence, 24 h;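 further: potency means the concentration at half of the fitted maximal effect; plate controls were DMSO cells for no effect and cell-free wells for full effect; nearly all actives have a fitted effect of over 45% in size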
HEK293 tox: Cytotoxic Profiling in HEK 293 Cell Line of Diverse Libraries Using Quantitative High-Throughput Screening | HEK 293 viability, ATP luminescence (CellTiter-Glo), 48-72 h | Potency, µM (titrated, usually from 115 µM), for the others: at the highest dose activity change, negative = cytotoxicity, hits mostly inhibitors | actives 6.6% (n = 94,000); further: potency means the concentration at half of the fitted maximal effect; nearly all actives have a fitted effect of over 60% in size
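HEK 293 cells seeded at 250 cells/well were exposed to compound for 48 or 72 hr at 37 degree Celsius. Viability taken as ATP content by CellTiter-Glo luminescence.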
Starred values were filed as active, the others as inactive; i = inactive; ? = inconclusive; nt = no result given; [ ] = remark or other dose. Unless noted, the call rests on the fitted dose curve; in most records, active means well fitted curve in the direction sought with a large enough effect; inconclusive means small, poorly fitted or top-dose-only effect, or another doubt; inactive means no such curve, though single readings can be large; an effect the other way counts as inactive or inconclusive. Unless noted, on the % scale 0 is the no-effect control and ±100 the full control effect.

The line under a structure holds: SNCA viab count | NIH3T3 tox | GPT2 inhibitor | Luciferase inh | IP6K1 inh | SNCA expr inhib | HEK293 tox
1	CCC[C@H]1CN(S(=O)(=O)c2cnn(CCC)c2)C[C@@H]1N
  8% | -11% | -11% | 4% | 18 | 10% | -24%
2	O=C(NCc1cccc(F)c1)c1nc2c(o1)CCN(CCCc1ccccc1)CC2
  -18%[87.6 µM] | 89µM* | i | 1%[172 µM] | 15 | 4%[87.6 µM] | ?
3	N#Cc1ccc(NC(=O)COCc2cc(-c3ccc4c(c3)OCO4)on2)cc1
  0% | nt | nt | nt | -3 | 6% | nt
4	Cn1c(=O)c2nc(SCC(=O)Nc3cc(Cl)ccc3Cl)n(C)c2n(C)c1=O
  -2% | nt | nt | nt | -4 | 13% | nt
5	COCCOC1CCN(C(=O)Nc2ccccc2F)CC1
  -5%[12.5 µM] | -2% | i | ? | -1 | 27% | 0%
6	Cc1ccc(N2CCN(C(=O)c3c(C)oc4nc(C)nc(N5CCCC5)c34)CC2)c(C)c1
  -5% | nt | nt | nt | -2 | -25% | nt
7	CCCC(O)c1nc2ccccc2n1CCCOc1ccc(Cl)cc1 (configuration not stated)
  5% | nt | nt | nt | 36 | -6% | nt
8	CCC(=O)N1CCc2sc(C(=O)NCCCOC)cc2C1
  -4% | 4% | i | -7% | 4 | 6% | 5%
9	CC(C)NC(=O)C1c2ccccc2C(=O)N(Cc2ccco2)C12CCCC2 (configuration not stated)
  -6% | i | -40% | -7% | 16 | -1% | 1%
10	COc1ccc(NC(=O)C2CCN(S(=O)(=O)c3c(C)noc3/C=C/c3cccs3)CC2)cc1
  4% | nt | nt | nt | 14 | 8% | nt
11	COC(=O)CNC(=O)C1CCCN1Cc1ccc(-c2cccc(OC)c2)cc1 (configuration not stated)
  9% | ? | i | nt | -12 | 14% | ?
12	COC(=O)C(=O)N[C@H]1C[C@@H](Cc2cc(-c3ccccc3)on2)C1(C)C
  -2%[87.6 µM] | -24%[174 µM] | -11%[88.5 µM] | ? | 2 | 2%[87.6 µM] | ?
13	CCOC(=O)CN1C(C(=O)c2ccccc2)=C(OC(=O)c2ccccc2)c2ccccc2S1(=O)=O
  -20% | nt | nt | nt | 25 | -17% | nt
14	CNC(=O)Nc1ccc(C)n(CC(=O)NCc2cc(C)ccc2C)c1=O
  -7% | i | i | 0% | -10 | -17% | 8%
15	O=C(NCC1CCCO1)c1cnc2c(c1)N(C(=O)CCc1ccccc1)CCC2 (configuration not stated)
  4%[87.6 µM] | -15%[138 µM] | -10%[88.5 µM] | -4%[172 µM] | 22 | 1%[87.6 µM] | ?
16	NCC(=O)N1CCc2nc(-c3ccco3)nc(N3CC=CCC3)c2CC1
  8% | -5% | i | 0% | 1 | 6% | -9%
17	COc1cn(CC(=O)Nc2cccc(C)c2)c(CN2CCCCC2)cc1=O
  7% | nt | nt | nt | 29 | -6% | nt
18	CC(C)CC(=O)N1C[C@@H](Oc2ccccc2)C[C@@H]1C(=O)N1CCOCC1
  -19% | -32% | i | -2% | 4 | -18% | ?
19	COc1ccc(-c2cn3nc(N4CCC(C(=O)Nc5cccc(Cl)c5)CC4)sc3n2)cc1
  -8% | nt | nt | nt | -10 | 43%[activator] | nt
20	O=Cc1ccccc1-c1cnc2ccccc2c1
  -8%[87.6 µM] | 79µM* | -13%[88.5 µM] | nt | -6 | 60%[activator][87.6 µM] | -25%[172 µM]
21	COc1cccc(OCC(=O)NC2CC(=O)N(c3ccc4c(c3)OCCO4)C2)c1 (configuration not stated)
  -1% | nt | nt | nt | -7 | 0% | nt
22	COc1ccc(Cl)cc1NC(=O)CCC(=O)N1CCOc2ccccc21
  4% | nt | nt | nt | 24 | -5% | nt
23	C[S+](=O)([O-])N1CC2(CCCN2Cc2cccnc2)Cc2ccccc21 (configuration not stated)
  -1% | i | i | nt | -4 | 30% | 4%
24	O=C(CCc1ccccc1)N1CCC(Cc2nc(-c3ccc(F)cc3)no2)CC1
  -8% | ? | -9% | 0% | 11 | -23% | 45µM*
25	CCC(=O)N1CCc2cc(Br)cc(S(=O)(=O)CCC(=O)NCc3ccccc3OC)c21
  -14% | nt | nt | nt | -17 | -1% | nt
26	CCOc1ccc(-c2ccnc(N3CCC(NC(C)=O)CC3)n2)cc1C(=O)O
  0% | 0% | i[11.5 µM] | 5% | -8 | -3% | ?
27	COc1ccc(C)cc1NC(=O)C1CCN(S(=O)(=O)c2cc(Br)cc3c2N(C(C)=O)CC3)CC1
  0% | nt | nt | nt | -7 | 7% | nt
28	Cn1c(SCC(=O)c2ccc(F)cc2)nnc1-c1ccccc1Br
  5% | nt | nt | nt | -18 | 44%[activator] | nt
29	Cc1cc(N2CCCCC2)nc2ccccc12
  4% | nt | i | nt | -10 | nt | nt
30	Cc1ccc(NC(=O)c2c(N3CCCC3=O)c3cc(C)ccc3n2C)c(C)c1
  -2% | nt | nt | nt | 33 | 6% | nt

Full records, quoted from the list:
Record of NCC(=O)N1CCc2nc(-c3ccco3)nc(N3CC=CCC3)c2CC1 = SNCA viab count: 8%; NIH3T3 tox: -5%; GPT2 inhibitor: i; Luciferase inh: 0%; IP6K1 inh: 1; SNCA expr inhib: 6%; HEK293 tox: -9%
Record of CCOc1ccc(-c2ccnc(N3CCC(NC(C)=O)CC3)n2)cc1C(=O)O = SNCA viab count: 0%; NIH3T3 tox: 0%; GPT2 inhibitor: i[11.5 µM]; Luciferase inh: 5%; IP6K1 inh: -8; SNCA expr inhib: -3%; HEK293 tox: ?

The list continues.
The line under a structure holds: SNCA viab count | NIH3T3 tox | GPT2 inhibitor | Luciferase inh | IP6K1 inh | SNCA expr inhib | HEK293 tox
31	COCCN1CC(CO)C2(CCN(Cc3ccc(F)c(OC)c3)CC2)C1 (configuration not stated)
  4%[12.5 µM] | ? | i | 3% | 9 | 0% | ?
32	O=[S+]1([O-])NC2(CCCN(Cc3cncs3)C2)CNc2ccccc21 (configuration not stated)
  3% | -13% | i | 3% | 19 | 7% | -4%
33	COc1cc(C2Oc3c(O)cc(CCCO)cc3C2CO)ccc1O[C@H]1O[C@H](C)[C@@H](O)[C@H](O)[C@@H]1O (some centres not stated)
  -21%[23.9 µM] | nt | ? | nt | -8 | nt | nt
34	CCCC1=Nc2cc(C(=O)NCCc3ccc(OCC)cc3)ccc2Sc2ccccc21
  -2% | nt | nt | nt | 2 | ? | nt
35	COC[C@@H]1CN(Cc2ccco2)C[C@H]1C(=O)N(C)C
  -3% | 0% | i | 6% | 11 | -17% | -3%
36	CCOc1ccc(CC(=O)Nc2ccc3nc(N4CCCCC4)cc(C)c3c2)cc1OCC
  -8% | nt | nt | nt | 18 | 10% | nt
37	FC(F)(F)c1cccc(CN2CCOC[C@H](Oc3cnccn3)C2)c1
  8%[87.6 µM] | 3%[174 µM] | 3%[88.5 µM] | 1%[172 µM] | 7 | -10%[87.6 µM] | ?
38	O=C(COc1ccc(Cl)cc1)N1C[C@@H](CO)[C@H](c2ccccn2)C1
  -19% | -17% | i | 3% | 0 | -2% | -8%
39	Cc1nnc2ccc(N3CCCN(C(=O)c4cccc(C(F)(F)F)c4)CC3)nn12
  nt | ? | nt | nt | -9 | nt | 0%
40	COc1ccc([C@H]2C[C@@H](O)[C@@H](O)[C@@H]2NS(C)(=O)=O)cc1
  -1%[87.6 µM] | -14%[174 µM] | i | -21%[172 µM] | 8 | 8%[87.6 µM] | -12%[172 µM]
41	Cc1ccc(C)c(N2CCN(c3nc4ccccc4c4nc(CCn5nc(C)cc5C)nn34)CC2)c1
  -2% | nt | nt | nt | 19 | -5% | nt
42	Cc1c(NC(=O)c2cc3ccccc3o2)cccc1-c1nc2ccccc2o1
  7% | nt | nt | nt | 22 | -2% | nt
43	CCc1ccc(NC(=O)c2sc3nc(C)c(C(=O)Nc4ccc(C)cc4C)c(-c4ccco4)c3c2N)cc1
  0% | nt | nt | nt | -12 | 3% | nt
44	COCCNC(=O)c1nc2c(o1)CCN(Cc1cccc(F)c1F)CC2
  3%[87.6 µM] | ? | -21%[88.5 µM] | -19%[172 µM] | 6 | 13%[87.6 µM] | -45%[172 µM]
45	Cc1c(CNC(C)CCc2ccccc2)c(C(=O)O)c(C)n1Cc1ccc(F)cc1Cl (configuration not stated)
  -16% | nt | nt | nt | -10 | -9% | nt
46	O=C(Nc1ccc2nc(SCC(=O)N3CCCC3)sc2c1)c1ccccc1
  -1% | nt | nt | nt | 20 | 35%[activator] | nt
47	Cn1ccnc1CN1CCNc2cc(Nc3ccccc3)ncc2C1
  -19%[87.6 µM] | ? | -5%[88.5 µM] | 4.5µM* | 7 | 45%[activator][87.6 µM] | ?
48	CCn1c(C(=O)NCCc2ccc(S(N)(=O)=O)cc2)cc2sc(Cl)cc21
  -9% | nt | nt | nt | -2 | -4% | nt
49	CN(Cc1ccccc1)S(=O)(=O)c1ccc(F)c(C(=O)Nc2cc(Cl)cc(Cl)c2)c1
  6% | nt | nt | nt | -9 | -25% | nt
50	COc1cc(C2CC(=O)Nc3c2c(=O)n(C)c2ncnn32)cc(OC)c1OC (configuration not stated)
  -10% | nt | nt | nt | 7 | 3% | nt
51	Fc1ccc(OC2CN(Cc3cccnc3)C2)c(F)c1
  1%[87.6 µM] | -15%[138 µM] | i | nt | 7 | 10%[87.6 µM] | -14%[172 µM]
52	CN1C(=O)C(c2ccccc2)CC12CCN(C(=O)CNC(N)=O)CC2 (configuration not stated)
  3% | 2% | -5% | -3% | 6 | 3% | -13%
53	COCCN(C)C(=O)c1cn2cc(-c3ccc(F)cc3)n(CC=C(C)C)c(=O)c2n1
  18% | i | -3% | -1% | -2 | -5% | -1%

Gathered by group, the entries above containing two or more sulfur atoms
The line under a structure holds: SNCA viab count | NIH3T3 tox | GPT2 inhibitor | Luciferase inh | IP6K1 inh | SNCA expr inhib | HEK293 tox
10	COc1ccc(NC(=O)C2CCN(S(=O)(=O)c3c(C)noc3/C=C/c3cccs3)CC2)cc1
  4% | nt | nt | nt | 14 | 8% | nt
32	O=[S+]1([O-])NC2(CCCN(Cc3cncs3)C2)CNc2ccccc21 (configuration not stated)
  3% | -13% | i | 3% | 19 | 7% | -4%
46	O=C(Nc1ccc2nc(SCC(=O)N3CCCC3)sc2c1)c1ccccc1
  -1% | nt | nt | nt | 20 | 35%[activator] | nt
48	CCn1c(C(=O)NCCc2ccc(S(N)(=O)=O)cc2)cc2sc(Cl)cc21
  -9% | nt | nt | nt | -2 | -4% | nt

Screens (PubChem BioAssay)

Not all compounds are listed, so the mix of outcomes need not match the whole.
